Source: PubChem
MEKK2mut PB1 HTS: signal of MEK5 binding to mutant human MEKK2 PB1 domain; 0.35% of 290,000 active; percent response, % at 10 µM; bead flow cytometry, Alexa488-MEK5 binding to MEKK2 mutant; in the data active = percent response above about 24%, passing the limit was not always enough; also: inactives centre near 1; some results filed as inactive read as strong as hits
GPR7 antagonist: antagonists of human GPR7 (neuropeptides B/W receptor 1); AID 1861; GPR7-expressing cells, fluorescence antagonist assay; 1.1% of 290,000 active; inhibition, % at 4.4 µM; in the data active = inhibition above about 16%, passing the limit was not always enough;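 also: cells stimulated with the agonist NPW; 0% = agonist with vehicle and 100% = vehicle without agonist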
Target sequence (P48145 whole entry, looked up): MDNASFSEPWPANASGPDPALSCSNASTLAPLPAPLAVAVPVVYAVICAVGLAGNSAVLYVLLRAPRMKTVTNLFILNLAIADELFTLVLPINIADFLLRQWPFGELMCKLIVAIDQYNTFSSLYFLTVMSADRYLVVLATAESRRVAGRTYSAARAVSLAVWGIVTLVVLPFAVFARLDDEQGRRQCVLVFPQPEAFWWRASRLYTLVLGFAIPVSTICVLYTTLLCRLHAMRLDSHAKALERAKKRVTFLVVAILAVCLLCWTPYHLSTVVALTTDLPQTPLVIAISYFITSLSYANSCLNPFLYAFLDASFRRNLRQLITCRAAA
OXTR agonist: activates the human oxytocin receptor. P30559. AID 2435. 0.32% of 320,000 active. activation, % at 3 µM. CHO-OTR cells, Fluo-8 calcium fluorescence; normalized: DMSO 0%, oxytocin 100%;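 active = activation above the mean of all tested compounds plus 3 SD, cutoff set per screening run, cut at about 20% in these data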;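 also: peak over basal fluorescence ratio from a 100 s FLIPR kinetic read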
OXTR potentiate: human OXTR potentiation. P30559. CHO-OTR cells, Fluo-8 calcium fluorescence, potentiator mode; 0% = oxytocin EC15, 100% = EC100. activation, % at 3 µM. 0.061% of 320,000 active;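 active = activation above that plate's cutoff, the mean activation of tested compounds plus 3 SD, cut at about 6.6% in these data, passing the limit was not always enough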;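 also: 100% uses oxytocin at 75 nM as the full agonist control; some results filed as inactive read as strong as hits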
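Material: human OTR in CHO cells. Compound: 3.0 µM, one dose. Timing: compound 6 min at room temperature before oxytocin, 100 s read. Evaluation: % activation of max/min ratio relative to oxytocin controls. Replication: single well per compound, singlicate. Signal: Fluo-8 calcium dye fluorescence.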
V1aR counter: V1a receptor agonism, counter-screen for OXTR agonists | P37288 | CHO-V1R cells, Fluo-8 calcium fluorescence, agonist mode; 0% DMSO, 100% 3 nM vasopressin | activation, % at 3 µM | 0.25% of 320,000 active | AID 2797;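 active = activation above the mean activation of all tested compounds plus 3 SD, per screening run, cut at about 20% in these data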;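 also: signal is peak over basal fluorescence ratio across a 100 second FLIPR read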
Target sequence (P37288 whole entry, looked up): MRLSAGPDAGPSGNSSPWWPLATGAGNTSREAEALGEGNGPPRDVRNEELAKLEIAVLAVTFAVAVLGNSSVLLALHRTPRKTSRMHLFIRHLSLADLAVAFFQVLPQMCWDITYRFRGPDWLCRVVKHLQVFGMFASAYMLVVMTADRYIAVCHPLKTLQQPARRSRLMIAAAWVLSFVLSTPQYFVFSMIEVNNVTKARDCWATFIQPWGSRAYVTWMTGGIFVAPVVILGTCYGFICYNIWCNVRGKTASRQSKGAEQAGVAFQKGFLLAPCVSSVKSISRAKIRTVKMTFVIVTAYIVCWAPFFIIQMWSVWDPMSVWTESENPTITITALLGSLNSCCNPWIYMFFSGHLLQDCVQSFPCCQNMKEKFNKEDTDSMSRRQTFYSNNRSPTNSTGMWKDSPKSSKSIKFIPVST
M18AAP inhibitor: PfM18AAP enzyme inhibition. recombinant PfM18AAP, H-Glu-NHMec fluorogenic cleavage. inhibition, % at 7.35 µM. 1.2% of 290,000 active;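 active = inhibition above the campaign mean inhibition over all tested compounds plus 3 SD, cut at about 28% in these data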;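 also: 0% = plate median of test compound wells and 100% = 2 mM ZnCl2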
NALP1 yeast inh: NALP1 inhibition; S. cerevisiae NALP1/ASC/caspase-1 growth, X-gal OD620, 72 h; inhibition, % at 10 µM; 0.61% of 280,000 active; AID 2071; in the data active = inhibition mostly above about 24%, no sharp cut-off; inactive = mostly below about 32%; also: some compounds called inactive have numbers as strong as hits
MEKK2 WT-MEK5: raises or lowers MEK5 binding to wildtype human MEKK2 PB1 domain; Q9Y2U5; bead flow cytometry, Alexa488-MEK5 binding to MEKK2 WT; actives lie on both sides; binding response (% of control), % at 10 µM; 1.1% of 290,000 active; AID 1531; in the data active = binding response below about 67% or above about 130%
GalR3 antagonist: human GalR3 antagonism | O60755 | HEK293 GalR3-CNG cAMP membrane potential fluorescence; galR3 body fused to GalR1 C-terminus | inhibition, % at 3 µM | 0.44% of 360,000 active | AID 651719;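 active = inhibition above the screen-wide average plus 3 SD, cut at about 13% in these data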;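 also: forskolin and galanin both at EC90 stimulate the cells; cAMP rise reported by CNG channel membrane potential dye signal; 0% = forskolin plus galanin with DMSO and 100% = forskolin alone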
Target sequence (O60755 1-299 limits assumed): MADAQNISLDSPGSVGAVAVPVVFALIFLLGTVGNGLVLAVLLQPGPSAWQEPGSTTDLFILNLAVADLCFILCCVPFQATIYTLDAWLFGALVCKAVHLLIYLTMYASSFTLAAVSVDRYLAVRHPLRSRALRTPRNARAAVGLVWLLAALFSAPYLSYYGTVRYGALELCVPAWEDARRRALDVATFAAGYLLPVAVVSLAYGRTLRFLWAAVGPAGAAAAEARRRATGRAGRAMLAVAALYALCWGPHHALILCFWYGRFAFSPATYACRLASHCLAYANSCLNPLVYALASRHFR
Starred values were filed as active, the others as inactive; x = not tested or not shown.

SMILES	MEKK2mut PB1 HTS	GPR7 antagonist	OXTR agonist	OXTR potentiate	V1aR counter	M18AAP inhibitor	NALP1 yeast inh	MEKK2 WT-MEK5	GalR3 antagonist
CCOc1ccc(N(C(C)C(=O)N/N=C(\C)c2cccc(NC(=O)c3ccccc3)c2)S(C)(=O)=O)cc1 (stereo unspecified)	8	12	-1.9	-14	-1.0	-7	5	105	-4
O=C(c1ccc(-c2ccccc2Cl)o1)N1CCN(c2ccccc2O)CC1	x	x	-1.9	-1	-0.9	x	x	x	-3
Cc1cccc(C)c1NC(=S)NCc1ccccc1	-11	-2	0.1	-8	-0.1	4	2	100	-5
O=C(O)/C=C/C(=O)Nc1ccc(-n2nccc2C(F)(F)F)cc1	2	-14	1.8	2	0.0	6	x	99	-3
CCN(CC)S(=O)(=O)c1cccc(C(=O)N2CCCCC2)c1	13	-10	0.2	-1	0.6	0	-2	106	-2
COc1ccccc1C(=O)N(Cc1ccc(C)o1)C1CCS(=O)(=O)C1 (stereo unspecified)	5	-15	0.2	-2	-0.5	4	19	103	1
Cc1cccc(-n2c(N)cc(=O)nc2SCC(=O)Nc2ccccc2)c1	8	-9	-0.7	-10	0.6	-3	2	108	-3
Cc1nnc(NC(=O)CSc2nnc(CNC(=O)c3ccc(S(=O)(=O)N(C)C)cc3)o2)s1	1	-10	-0.1	-6	-0.4	28	7	101	2
CCOc1ccccc1/C=C(\C#N)C1=CCCC1	-4	-4	2.0	-7	1.1	3	8	98	-8
O=c1cc(-c2cccc([N+](=O)[O-])c2)[nH][nH]1	-1	-10	0.7	0	0.7	12	34	99	-1
CN(Cc1ccccc1)CC(O)COc1ccc(CNCCc2ccncc2)cc1 (stereo unspecified)	-3	-2	1.8	-2	3.1	4	-8	115	4
COc1ccc(N2CCN(C(=O)c3ccc(Oc4ccc(C(F)(F)F)cn4)cc3)CC2)cc1	-3	-9	2.6	-1	2.7	-4	15	98	-5

Profiles, quoted from the list.
`Cc1cccc(C)c1NC(=S)NCc1ccccc1` is entered as MEKK2mut PB1 HTS: -11; GPR7 antagonist: -2; OXTR agonist: 0.1; OXTR potentiate: -8; V1aR counter: -0.1; M18AAP inhibitor: 4; NALP1 yeast inh: 2; MEKK2 WT-MEK5: 100; GalR3 antagonist: -5
`CCOc1ccc(N(C(C)C(=O)N/N=C(\C)c2cccc(NC(=O)c3ccccc3)c2)S(C)(=O)=O)cc1` (stereo unspecified) is entered as MEKK2mut PB1 HTS: 8; GPR7 antagonist: 12; OXTR agonist: -1.9; OXTR potentiate: -14; V1aR counter: -1.0; M18AAP inhibitor: -7; NALP1 yeast inh: 5; MEKK2 WT-MEK5: 105; GalR3 antagonist: -4

Following part.
SMILES	MEKK2mut PB1 HTS	GPR7 antagonist	OXTR agonist	OXTR potentiate	V1aR counter	M18AAP inhibitor	NALP1 yeast inh	MEKK2 WT-MEK5	GalR3 antagonist
CCOC(=O)c1nn(-c2ccc(C)c(C)c2)c(=O)c(C#N)c1C	1	-4	-1.5	2	-0.8	7	10	97	-7
CN(C)c1ccc(C(=S)NC2CCCCC2)cc1	-1	-7	-2.6	-10	-0.6	33*	11	102	-4
CN(c1ccc(OCC(=O)OCC(=O)Nc2ccccc2)cc1)S(=O)(=O)c1cccs1	4	3	13	-7	9.8	-1	2	104	-3
COC(=O)C1CCN(C(=O)c2cc(S(=O)(=O)N3CCCCC3)ccc2Cl)CC1	x	x	0.4	-2	-0.2	x	x	x	-2
Cc1ccc(NC(=O)NCc2cccnc2)cc1	5	-9	-0.3	2	0.4	0	5	103	-1
C[C@H](CO)N1C[C@H](C)[C@@H](CN(C)C(=O)NC2CCCCC2)Oc2ccc(NS(=O)(=O)c3ccccc3)cc2C1=O	x	x	1.1	2	1.3	x	x	x	-1
O=S(=O)(NC1CCSc2ccccc21)c1ccc(Cl)nc1 (stereo unspecified)	3	-8	0.1	-4	1.0	-3	9	94	-5
CCC(=O)N1CCN(c2ccc(NC(=O)c3ccco3)cc2Cl)CC1	1	-9	x	x	x	4	22	95	0
COC(=O)c1ccc(NC(=O)N2CCCC(C(=O)c3ccccc3OC)C2)cc1 (stereo unspecified)	-6	3	5.4	-13	9.9	-4	-7	88	-6
C=CCN1c2ccc(Br)cc2C(=O)CS1(=O)=O	x	x	1.7	-3	-0.6	x	x	x	-2
CCOc1ccc(Nc2nc3ccccc3n2C)cc1	x	x	-1.7	2	-0.4	x	x	x	1
Cc1nnc(NC2CCCCC2)[nH]c1=O	-3	4	-0.1	-6	-1.2	-5	15	89	-1
COc1ccc(C(=O)N/N=C/c2c(C)[nH]c(=O)[nH]c2=O)cc1	-1	1	0.2	0	0.2	-10	2	90	-6
COc1ccc(/C=C2\SC(=S)N(CCC(=O)NCCc3ccc(O)cc3)C2=O)cc1	3	-4	1.9	-23	3.1	0	15	94	5
O=C(c1ccco1)c1nc2c(n1O)CCCCC2	4	-5	-1.3	0	-0.1	1	7	104	-1
O=C(O)CSCC(=O)NCc1ccc(Cl)cc1Cl	-2	-11	-0.3	-2	-0.6	5	-4	97	-3
N/C(=N\OCC(=O)Nc1ccccc1)c1nonc1N	-2	-3	-0.7	-5	2.1	-7	27	97	-8
C[C@@H](C(=O)OCC(=O)c1ccc(F)c(F)c1)N1C(=O)C2CCCCC2C1=O (stereo partly specified)	x	x	1.9	-4	2.4	x	x	x	3
N=c1c(C(=O)NCC2CCCO2)cc2c(=O)n3ccccc3nc2n1Cc1ccco1 (stereo unspecified)	1	-7	-0.5	1	-0.1	6	-4	103	-4
Cc1cccc(N(CC(=O)N2CCCC2)S(=O)(=O)c2ccccc2)c1	-3	23*	-1.1	0	-0.5	-4	12	98	-4
COc1ccc(C2Nc3ccccc3C(=O)N2c2ccc(C)cc2)cc1COc1ccccn1 (stereo unspecified)	0	-5	-0.8	-8	0.4	5	16	102	-11
CC(=O)n1nc(-c2ccco2)nc1N	-2	-2	1.1	-6	1.0	0	-9	97	-3
CCN(C1CCCCC1)S(=O)(=O)c1cc(C)ccc1OC	-4	4	-2.1	-11	-1.4	-2	6	97	-8
CC(=O)NCCC(=O)N1CCc2c([nH]c3ccccc23)C1c1cccc(Cl)c1 (stereo unspecified)	-10	4	1.7	-3	2.0	-9	7	83	-7
COc1ccc(NC(=O)c2cc(S(=O)(=O)N3CCc4ccccc43)cn2C)cc1	-3	-12	-1.3	-1	-0.5	2	16	91	x
FC(F)(F)c1ccccc1NC(=S)NC1CCN(Cc2ccccc2)CC1	-5	7	2.1	-4	0.6	-19	4	93	-6
COc1ccc2c(c1)c1c(n2C)[C@@H]2CC=C(CO)[C@@H](C1)N2C	x	x	0.5	0	0.8	x	x	x	0
COc1ccc(CC(=O)NCC2(c3ccc(OC)c(OC)c3)CCOCC2)cc1	-25	2	0.8	-6	1.1	-6	7	83	-3
O=C(OCC(=O)N1CCc2ccccc2C1)c1ccc(O)cc1	x	x	9.8	-12	4.9	x	x	x	-8
Cc1cc(NC(=O)CSCC(=O)OCC(=O)Nc2ccc(OC(F)F)cc2)no1	x	x	-0.8	-8	0.1	x	x	x	-6
O=C(CSc1ncnc2scc(-c3ccc(F)cc3)c12)c1ccc2c(c1)OCCO2	-2	-9	1.0	-2	0.5	-9	42	92	-3
CCOC(=O)N1CCC2(CC1)C(C#N)=C(N)Oc1c2sc2nc(C)cc(C)c12	2	-21	-2.0	-7	-1.0	27	13	102	1
CS(=O)(=O)c1cnc(-c2ccccc2)nc1-c1ccccc1Cl	0	-9	-1.5	-28	-0.8	6	6	97	-4
CC(C)C(=O)NC(=S)Nc1ccc(S(=O)(=O)N(C)Cc2ccccc2)cc1	1	3	-1.8	-19	0.8	-2	40	100	-9
O=C(Nc1ccc2c(c1)OCO2)C1CC(c2ccc(F)cc2)=NO1 (stereo unspecified)	4	-1	-0.8	-12	0.2	-4	4	107	-1
CC(=O)N1CCC(C(=O)Nc2ccc3c(c2)CCC3)CC1	7	-9	-0.3	-8	0.4	-12	16	108	-2
CN(c1ccccc1)S(=O)(=O)c1ccc(C(=O)N2CCN(c3ccccc3F)CC2)cc1	x	x	-1.2	-2	0.0	x	x	x	-4
CC(C)C(C)(C#N)NC(=O)CSc1ncnc2sc(-c3ccccc3)cc12 (stereo unspecified)	-6	-9	-0.1	-6	1.7	-1	16	96	-9
O=C1CN(C(=O)COc2ccccc2)CCN1	3	-10	1.2	-5	-0.1	-10	-54	97	3
COC(=O)c1ccc(S(=O)(=O)N2CCN(C(c3ccccc3)c3ccccc3)CC2)n1C	-15	-22	-1.2	-8	7.6	4	x	89	5
O=C1Nc2ccccc2C12OCC(COc1ccc(Cl)cc1)O2 (stereo unspecified)	-3	-17	4.8	-15	4.1	-4	1	97	-8
CCCCn1nnnc1SCC(=O)Nc1ccc2c(c1)OCCO2	3	-8	-1.2	-5	0.8	-5	5	106	3
CCOC(=O)c1ccc(NC(=O)CN2CCN(c3ccccc3)CC2)cc1	10	6	-0.3	-5	-0.1	-2	3	107	-3
CC1(C)CC(=O)C(C(c2ccco2)C2C(=O)CC(C)(C)CC2=O)C(=O)C1	-1	-5	0.3	-2	0.6	7	44	101	-4
Cc1ccc(NC(=O)CCc2ccccc2)cc1S(=O)(=O)N1CCOCC1	x	x	1.9	-4	1.1	x	x	x	-1
CN1CCN(C(=O)CCCOc2cc(=O)n(C)c3ccccc23)CC1	2	-11	2.4	-3	2.6	-3	1	103	-8
CN(CC(=O)NC1CCCCCC1)S(=O)(=O)c1ccccc1	5	0	-0.6	2	-0.7	-10	26	104	-12
COc1ccc(C(=O)NCC(c2ccco2)N2CCc3ccccc3C2)cc1 (stereo unspecified)	x	x	6.8	-18	11	x	x	x	-6
CC(=O)COC(=O)c1cc(-c2ccc(C)cc2)nc2ccccc12	0	-9	-1.9	-2	-0.5	-2	12	95	-2
Oc1ccccc1NCC(O)Cn1ccc2ccccc21 (stereo unspecified)	-3	-12	4.8	-5	0.4	56*	-1	90	-5
O=C(NCc1cccnc1)Nc1ccc2c(c1)OCO2	-12	-5	-0.3	-18	1.2	5	15	67	-4
Cc1cnc(C(=O)OCC(=O)c2ccc(F)c(F)c2)cn1	x	x	0.1	0	0.2	x	x	x	-5
COc1ccc(N2CC(C(=O)Nc3nc4ccc(S(C)(=O)=O)cc4s3)CC2=O)cc1 (stereo unspecified)	-3	5	-0.2	-10	0.9	-8	2	94	-6
COc1ccc(NC(=O)CC2C(=O)N(c3cccc(OC)c3)C(=O)N2C2CCCCC2)cc1 (stereo unspecified)	8	-7	-0.1	-2	-0.4	2	2	105	-2
CCOc1ccc(OCCSc2nc(N)cc(=O)[nH]2)cc1	-3	-14	0.7	-19	2.4	-5	13	93	-4
CCC(=O)N1CCc2cc(S(=O)(=O)CCC(=O)N3CCN(c4ccc(Cl)cc4)CC3)ccc21	5	-5	8.4	-14	8.4	-8	28	103	-2
Cc1cccc(C(=O)N2CCc3cc(-c4csc(NC(=O)CN5CCCC5)n4)ccc32)c1	25*	-8	5.0	-15	7.0	6	13	121	1
CC(Nc1ccccc1N1CCCCC1)C(=O)N1CCc2ccccc21 (stereo unspecified)	2	-2	-0.6	-9	-0.9	0	6	103	-1
CN(CC(=O)Nc1ccc(Cl)c(C(F)(F)F)c1)C(=O)C1CC(=O)N(C2CCCC2)C1 (stereo unspecified)	x	x	0.9	-3	1.4	x	x	x	-6
Cc1cc(C)cc(NC(=O)NCC2CCN(Cc3cc(C)ccc3C)CC2)c1	22	8	0.5	-16	0.5	-9	21	127	-4
